High-throughput results deposited in PubChem BioAssay by Broad Institute.
PglD DTNB: blocks C. jejuni PglD acetyltransferase activity; actives 0.098% (n = 360,000); inhibition, % at 12.5 µM; purified PglD enzyme, DTNB colorimetric CoA detection; AID 602405; in the data active = inhibition above about 16%, passing the limit was not always enough; inconclusive = no clear call, values can overlap the other calls; note: strong numbers were not always called active
CFTR F508del cor: correctors of CFTR F508del function in bronchial epithelial cells | CFBE cells, YFP halide quenching; stimulated with forskolin plus potentiator P3; % fluorescence drop versus neutral controls | activity (quench increase), % at 7.58 µM | actives 0.36% (n = 350,000) | AID 720511;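 active = mean added fluorescence quench of at least 8% versus neutral control, with both replicates also reaching 8%; inconclusive = only one of the mean or replicate conditions met; inactive = mean below 8% and not both replicates reaching 8%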;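 note: cells transiently co-express mutant CFTR-F508del with the halide-sensitive YFP; corrector assay measuring rescue of mutant channel to the surface after 24 h compound exposure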
FN deposition inh: fibronectin deposition inhibition | AH1F fibroblasts, Alexa488-fibronectin deposition fluorescence, overnight | inhibition, % at 12.6 µM | actives 0.086% (n = 350,000);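 active = mean inhibition across replicates of 30% or more, regardless of how many single replicates reach that level; inconclusive = mean under 30% yet at least half of replicates reach 30%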;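 note: positive control wells lacked labelled fibronectin entirely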
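Material – AH1F fibroblast monolayer, labelled fibronectin deposition · Reagent – labelled fibronectin 24 nM · Timing – 1 h adhesion, overnight exposure · Measured by – fluorescence at 485 nm excitation, 525 nm emission · Read-out – inhibition of fibronectin deposition signal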
PGC1a acetyl inh: PGC1a acetylation modulation, inhibitor mode; U2OS PGC1a acetylation, AlphaScreen anti-acetyl-lysine; with virally co-expressed GCN5 acetyltransferase; inhibition, % at 15.6 µM; actives 0.17% (n = 350,000); AID 651687;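 active = every replicate shows inhibition of at least 40%; inconclusive = mean inhibition at least 40% but some replicate below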;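 note: 0% = neutral control wells and 100% = positive control wells; some results beyond the cut were filed as inactive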
miR122 inh: miR-122 inhibition in Huh7 cells; Huh7 miR-122 Renilla luciferase sensor, 48 h; neutral wells = 0, positive control = 100; activation (reporter increase), % at 12.5 µM; actives 0.3% (n = 340,000);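 active = mean replicate activation score at least 90 and every replicate individually at or above 90; inconclusive = only one of the two criteria met; inactive = neither criterion met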;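 note: higher luciferase means less miR-122 activity so hits act as miR-122 inhibitors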
Cneo AK release: causes C. neoformans cell lysis. lysis activity, % at 15 µM. adenylate kinase release luminescence, 4 h; normalised: neutral wells 0, clomiphene wells 100. actives 0.2% (n = 360,000);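 active = mean lysis activity across replicates of at least 80%, whatever share of replicates individually reach that level; inactive = mean lysis activity below 80%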
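Assay system: C. neoformans cells. Amount: yeast cell density of 5 × 10^6 cells/mL. Technique: AK luminescence. Buffer or medium: YPD. Times: static 4 h at 37 °C with compound, 1 h detection. Dosing: single-point compound dose. Read-out: lysis from increased AK signal.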
INS-1E GSIS act: primary screen for activators of insulin secretion dependent on glucose, INS-1E cells, GLuc reporter luminescence. INS-1E GLuc reporter insulin secretion, 2-3 h. activation, % at 16.6 µM. actives 0.61% (n = 370,000). AID 743287;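 active = lowest replicate activation of at least 40%, so every replicate reaches that level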;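 note: 0% = median of neutral control wells and 100% = median of IBMX positive control wells; some compounds called inactive have numbers as strong as hits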
Statin myotox sup: suppressors of simvastatin-induced myotoxicity in C2C12 myotubes; rescue of ATP level, % at 7.49 µM; actives 0.78% (n = 330,000); ATP luminescence, 48 h; scaled: DMSO 0, geranylgeraniol control 100; AID 602340;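 active = mean ATP rescue above about 67%, or every replicate alone reaching that limit, limit read from the data, passing the limit was not always enough; inconclusive = no clear call, values can overlap the other calls; inactive = mean under the limit and some replicate under it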;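 note: myotubes were challenged with 10 µM simvastatin during compound exposure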
Starred values were filed as active, the others as inactive; ? = inconclusive; / = no result given; & = joins results of further samples; [ ] = another dose, or the depositor's remark.

SMILES	PglD DTNB	CFTR F508del cor	FN deposition inh	PGC1a acetyl inh	miR122 inh	Cneo AK release	INS-1E GSIS act	Statin myotox sup
CC(C)(C)n1nnnc1CN1CCN2CCCC2C1 (stereo not given)	4	/	-3	-13	-5	-1	12	17
CCC(C)OC(=O)C1=C(C)NC(=O)CC1c1ccccc1OC (stereo not given)	-2	/	/	-10	-4	1	/	/
O=C(NCc1cc(C(F)(F)F)cc(C(F)(F)F)c1)C1CC(c2c(Cl)cccc2Cl)=NO1 (stereo not given)	-1	-1.6	3	-6	0	0	-63	2
O=C(c1cccc2ccccc12)N1CCC(N2CCN(c3ccccc3)CC2)CC1	/	/	-1	3	7	-3	/	5
O=C(NCc1ccc(Cl)cc1)C1CCN(C(=O)c2ccc(Cl)cc2)CC1	5	3.4	3	-2	2	1	-56	2
CN(C)C(=O)c1cccc(-c2ccc3c(c2)[C@H]2[C@H](CCN2C(=O)C2CCCCC2)[C@H](CO)N3)c1	0	1.7	7	-2	7[16.7 µM]	-14	-21	-32
Cc1cc(NC(=O)c2noc3c2CCCCC3)no1	-6	-1.2	/	4	0	-7	/	8
CC(C)c1ccc(-c2csc(NC(=O)c3cccs3)c2C(=O)O)cc1	1	0.2	7	1	0	10	-20	-183
O=C(Nc1cccnc1)C1CC(c2ccc(Cl)c(Cl)c2)=NO1 (stereo not given)	0	/	/	-11	-1	-3	/	5
O=C1NC[C@H](c2ccccc2)N(CC2CCCCC2)C1=O	0	1.4	7	/	-2	4	-4	26
CCc1ccc2nc(N3CCN(C)CC3)c(C#N)cc2c1	-2	/	-1	1	2	-2	/	12
CC(C)(C)C(=O)N1CCCC1C(=O)O (stereo not given)	0	/	-1	9	-3	-14	/	5
O=C(Nc1ccc(F)cc1)N1CC(=O)N2[C@@H](CO)[C@@H](c3ccc(-c4ccccc4)cc3)[C@@H]2C1	/	1.6	-9	?	/	/	-11	/
CCc1cc(C(=O)N2CCN(C(=O)c3ccccc3)CC2)sc1C	-7	-6.4	/	7	1	1	-7	6
COc1ccc(C(=O)N2CCN(c3ccc(N4CCOCC4)nn3)CC2)cc1OC	-3	-0.5	3	/	-2	-1	23	-7

Given as a markdown table: part of the list above.
| structure | PglD DTNB | CFTR F508del cor | FN deposition inh | PGC1a acetyl inh | miR122 inh | Cneo AK release | INS-1E GSIS act | Statin myotox sup |
| --- | --- | --- | --- | --- | --- | --- | --- | --- |
| O=C(c1cccc2ccccc12)N1CCC(N2CCN(c3ccccc3)CC2)CC1 | / | / | -1 | 3 | 7 | -3 | / | 5 |
| CC(C)c1ccc(-c2csc(NC(=O)c3cccs3)c2C(=O)O)cc1 | 1 | 0.2 | 7 | 1 | 0 | 10 | -20 | -183 |

(next part)
SMILES	PglD DTNB	CFTR F508del cor	FN deposition inh	PGC1a acetyl inh	miR122 inh	Cneo AK release	INS-1E GSIS act	Statin myotox sup
CCOC(=O)c1cnc(SCC(=O)Nc2ccccc2C(=O)OC)nc1N	-83	/	/	1	11	0	5	2
O=C(Cc1cccnc1)N1CC2(C1)[C@H](c1ccccc1)[C@@H](CO)N2C(=O)C1CC1	/	3.0	5	2	/	/	9	/
Cc1ccc(-c2csc(N=C(N)N)n2)c(C)c1	-5	0.1	-8	3	-8	-1	/	/
COc1ccc(CCNC(=O)c2ccccc2NC(=O)CN2CCN(c3ccccc3O)CC2)cc1	0	1.2	-6	-4	-5	0	-12	-25
Cc1cccc(N2CCN(C(=O)C3CCN(S(=O)(=O)c4cccc5cccnc45)CC3)CC2C)c1 (stereo not given)	4	-0.4	-6	0	3	-2	-5	18
Cc1ccc(Sc2cc(C(=O)NCCN(C)C)c3ccccc3n2)cc1	-1	-1.9	1	-7	-3	1	7	-2
COCCNCc1ccccc1	-8	-0.6	/	5	-4	-3	20	-18
Cc1ccc(NC(=O)CCC(=O)N/N=C/c2cccnc2)cc1	/	3.1	6	/	13	/	-16	-1
O=C(Nc1ccc(O)cc1)c1cc(S(=O)(=O)N2CCCC2)ccc1Cl	-3	/	-3	/	9	0	/	-4
O=C(C1CC1)N1CCN(c2ccc(F)cc2)CC1	1	-1.6	2	10	-2	-1	/	2
O=C(c1ccc(Cl)cc1)c1oc2ccccc2c1CS(=O)(=O)c1ccccc1	-4	0.0	/	4	0	-2	-4	0
C[C@H]1CCCCO[C@@H](CN(C)Cc2ccc3c(c2)OCO3)[C@@H](C)CN([C@@H](C)CO)C(=O)c2cc(NC(=O)Nc3ccc(C(F)(F)F)cc3)ccc2O1	0	3.1	-3	8	-25[16.7 µM]	0	-15	/
CC(C)NC(=O)Nc1cccc2c1O[C@@H](CN(C)C(=O)Nc1ccc(C(F)(F)F)cc1)[C@@H](C)CN([C@H](C)CO)C2=O	0	-0.5	/	5	79[16.7 µM]	57	2	-22
COc1c(F)cccc1C1=CC(=O)C[C@H](c2ccc3c(c2)OCO3)C1	2	3.5	1	0	-2	0	-4	9
NS(=O)(=O)c1ccc(CCNC(=O)c2ccc([N+](=O)[O-])s2)cc1	-2	4.1	-8	/	-7	1	-8	57
COc1cc(NC(=O)c2ncn[nH]2)cc(OC)c1OC	3	/	-2	30	4	-1	/	/
COc1ccc(S(=O)(=O)N2CCN(C(=S)Nc3ccc(S(N)(=O)=O)cc3)CC2)cc1	5	-1.0	-1	10	1	-1	-5	1
C[C@H]1CN([C@@H](C)CO)C(=O)Cc2cc(NC(=O)C3CC3)ccc2O[C@H]1CN(C)S(=O)(=O)c1ccc(Cl)cc1	-1	0.9	14	8	-1[16.7 µM]	3	3	-66
Cc1ccc(S(=O)(=O)N2CCN(Cc3ccccn3)CC2)cc1	1	0.3	3	/	13	-1	2	14
COCCN=C1N[C@@H](c2cccc(C(F)(F)F)c2)C(C(=O)OC)=C(C)N1Cc1ccccc1	-1	2.2	13	/	/	-2	-4	-24
CCc1ccc2c(c1)c1nnc(NN)nc1n2C	-4	1.5	3	-6	8	-2	/	/
O=C(N[C@@H]1CC[C@@H](CCNC(=O)c2cnccn2)O[C@H]1CO)c1ccc2c(c1)OCO2	-13	1.3	-16	1	0[16.7 µM]	16	-9	-2
COc1cccc(CNC(=O)C(=O)NCCc2ccc(OC)c(OC)c2)c1	/	/	-14	-8	-7	/	36	1
O=C(NCCN1CCCC1)c1ccc(Cn2c(=S)[nH]c3cc4c(cc3c2=O)OCO4)cc1	-6	/	/	1	7	1	/	17
c1ccc(-c2ccc(C3[C@H]4CNC[C@@H]3N4Cc3ccccn3)cc2)cc1 (stereo not given in full)	/	3.0&0.7	-8&-5	-2&2	/	/	30&1	/
CO[C@@H]1CN(C)C(=O)c2cc(NS(C)(=O)=O)ccc2OC[C@H](C)NC[C@H]1C	3	-1.4	-16	-5	/	-2	-4	6
Cc1ccc2c(c1)C(=O)C(=O)N2CCOc1ccccc1	6	-0.4	3	-5	21	0	/	-3
O=C(CCN1CCCCC1)NCC[C@H]1CC[C@H](NC(=O)Nc2ccc(Cl)cc2)[C@H](CO)O1	1	-1.4	1	-1	/	2	-1	-2
CC1CCN(S(=O)(=O)c2ccc3c(c2)C(=NO)c2cc(S(=O)(=O)N4CCC(C)CC4)ccc2-3)CC1	1	/	/	-65	0	0	/	-234
CCOc1ccccc1NC(=O)CSc1nc2ccccc2c(=O)n1CC1CCCO1 (stereo not given)	/	0.5	-4	/	-1	/	-8	7
COCCn1c(SCC(=O)c2ccccc2)nc2c(c1=O)SC(C)C2 (stereo not given)	2	/	5	-7	0	3	18	-4
CCOc1ccc(NS(=O)(=O)c2cc(C(=O)N(CC)CC(=O)NCc3cccs3)ccc2C)cc1	2	0.1	13	/	/	-4	-30	4
C[C@H](CO)N1C[C@H](C)[C@H](CN(C)S(=O)(=O)c2cccs2)OCCCC[C@H](C)Oc2ccc(NC(=O)CCCN(C)C)cc2C1=O	6	2.3	/	4	-3[16.7 µM]	-1	10	/
O=C(Cn1ncc(Cl)c(Cl)c1=O)NC1CCCCC1	5	-9.6	/	/	/	-2	-13	17
COc1ccc(-c2cc(=O)c3c(O)cc(O)cc3o2)cc1	2	9.8*	1	-26	-11	1	/	-2
COc1cccc(NC(=O)N(C)C[C@@H]2Oc3cc(-c4ccccc4OC)ccc3S(=O)(=O)N([C@@H](C)CO)C[C@H]2C)c1	-2	-0.8	/	3	21[16.7 µM]	3	-5	-54
C=CCN(C(=O)c1ccc(Cl)cc1)c1ccccc1C(=O)NCC(=O)O	2	-0.8	-4	/	-2	0	-1	/
CC(=O)Nc1ccc(S(=O)(=O)NC2(C(F)(F)F)N=C(c3ccccc3)NC2=O)cc1 (stereo not given)	4	-1.1	/	-6	-1	-1	-9	15
COc1ccc(-c2nc(=S)n3ccsc3n2)cc1OC	/	-1.2	-12	-1	/	/	5	/
COCCN=C1N[C@@H](c2ccc(Br)cc2)C(C(=O)OC)=C(C)N1Cc1ccccc1	-2	-2.7	0	-20	4	0	/	-28
CS(=O)(=O)N(CC(=O)NCc1ccccc1)C1CCCCC1	0	/	/	-2	-9	1	/	120*
C[C@@H]1CN([C@H](C)CO)C(=O)c2cc(-c3ccccc3F)cnc2O[C@H]1CN(C)C(=O)NC1CCCC1	0	0.9	-11	-1	33[16.7 µM]	6	5	-37
Cc1nc(N2CCN(Cc3ccccc3)CC2)nc2c1CCC2	-5	0.5	-1	2	-7	-1	4	9
COc1ccc2[nH]c3c(c2c1)CCN1C(=O)C(CC(=O)NCc2ccco2)C[C@H](C(=O)N2CCOCC2)[C@@]31C (stereo not given in full)	0	0.1	1	/	0	0	2	6

Among those listed so far, 11 have an aryl methoxy group:
SMILES	PglD DTNB	CFTR F508del cor	FN deposition inh	PGC1a acetyl inh	miR122 inh	Cneo AK release	INS-1E GSIS act	Statin myotox sup
CCC(C)OC(=O)C1=C(C)NC(=O)CC1c1ccccc1OC (stereo not given)	-2	/	/	-10	-4	1	/	/
COc1ccc(C(=O)N2CCN(c3ccc(N4CCOCC4)nn3)CC2)cc1OC	-3	-0.5	3	/	-2	-1	23	-7
COc1ccc(CCNC(=O)c2ccccc2NC(=O)CN2CCN(c3ccccc3O)CC2)cc1	0	1.2	-6	-4	-5	0	-12	-25
COc1c(F)cccc1C1=CC(=O)C[C@H](c2ccc3c(c2)OCO3)C1	2	3.5	1	0	-2	0	-4	9
COc1cc(NC(=O)c2ncn[nH]2)cc(OC)c1OC	3	/	-2	30	4	-1	/	/
COc1ccc(S(=O)(=O)N2CCN(C(=S)Nc3ccc(S(N)(=O)=O)cc3)CC2)cc1	5	-1.0	-1	10	1	-1	-5	1
COc1cccc(CNC(=O)C(=O)NCCc2ccc(OC)c(OC)c2)c1	/	/	-14	-8	-7	/	36	1
COc1ccc(-c2cc(=O)c3c(O)cc(O)cc3o2)cc1	2	9.8*	1	-26	-11	1	/	-2
COc1cccc(NC(=O)N(C)C[C@@H]2Oc3cc(-c4ccccc4OC)ccc3S(=O)(=O)N([C@@H](C)CO)C[C@H]2C)c1	-2	-0.8	/	3	21[16.7 µM]	3	-5	-54
COc1ccc(-c2nc(=S)n3ccsc3n2)cc1OC	/	-1.2	-12	-1	/	/	5	/
COc1ccc2[nH]c3c(c2c1)CCN1C(=O)C(CC(=O)NCc2ccco2)C[C@H](C(=O)N2CCOCC2)[C@@]31C (stereo not given in full)	0	0.1	1	/	0	0	2	6
